High-throughput results from PubChem BioAssay.
ATXN viability: reduces viability in counter-screen for ATXN expression inhibitors | S2 cells (HEK-293 line with an ATXN2-luciferase reporter) viability, CellTiter-Fluor protease fluorescence, 24 h | Potency, µM (highest dose often 56.7 µM), hits mostly cytotoxic | 0.49% of 400,000 active | AID 651635; further: potency means the concentration at half of the fitted maximal effect; nearly all actives have a fitted effect of over 40% in size
ATXN2 expr inh: inhibitors of ATXN2 expression; HEK-293 ATXN2-luciferase reporter, luminescence, 24 h; Potency, µM (titrated, usually from 57 µM), for inactives: at the top dose activity change, negative = inhibition, usual class: inhibitors; 0.72% of 360,000 active; further: potency means the concentration at half of the fitted maximal effect; on the % scale 0 is the no-effect control and ±100 the full control effect; nearly all actives have a fitted effect of over 55% in size
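qHTS (up to 57 uM final) was run with 24 h compound exposure of reporter cells at 37 °C. Each well was multiplexed: SteadyGlo luminescence measured ATXN2-luciferase expression after a fluorogenic Gly-Phe-AFC viability readout (25 uM final).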
TGFb SMAD3 inh: TGF-b pathway inhibition; AID 588855; Potency, µM (titrated, usually from 46.1 µM), for inactives: top-dose activity, negative = inhibition, actives largely listed as inhibitors; 1.2% of 410,000 active; HepG2 CAGA-GFP TGF-b/SMAD3 reporter, GFP fluorescence, 18 h; TGF-beta stimulated, 500 pg/mL final; further: potency means the concentration at half of the fitted maximal effect; on the % scale 0 is the no-effect control and ±100 the full control effect; nearly all actives have a fitted effect of over 65% in size
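GFP signal (ex488/em500-530) from TGF-beta-stimulated HEPG2 CAGA-GFP cells, 500 pg/mL final, 18 h at 37 degrees C in DMEM plus 1% FBS, normalized to unstimulated and DMSO-stimulated controls.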
Nrf2 inh: Nrf2 pathway inhibition; AID 504444; 2.1% of 360,000 active; A549 ARE-Fluc reporter, luciferase luminescence, 18-24 h; Potency, µM (doses to about 46 µM), for inactives: at the top dose activity change, negative = inhibition, hits mostly inhibitors; further: potency means the concentration at half of the fitted maximal effect; on the % scale 0 is the no-effect control and ±100 the full control effect; nearly all actives have a fitted effect of over 60% in size
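Concentration-response testing used A549 ARE_Fluc cells at 5000 cells/well. Following an 18-24 h compound incubation, viability was read by fluorescence (Ex 405/Em 525) and luciferase output by luminescence.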
A549 viability: kills or reduces viability of A549 cells in Nrf2 counter-screen | AID 504648 | A549 ARE-Fluc cells, CellTiter-Fluor viability, 18-24 h | Potency, µM (titrated, usually from 46 µM), inactives show at the top dose activity change, negative = cytotoxicity, most hits filed as inhibitors | 0.16% of 390,000 active; further: potency means the concentration at half of the fitted maximal effect; on the % scale 0 is the no-effect control and ±100 the full control effect
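A549 ARE_Fluc cells in 5% FBS OPTI-MEM were exposed to compounds in concentration-response for 18-24 h at 37 deg C. Viability was read by CellTiter-Fluor fluorescence (Ex 405/Em 525) after 30 min, before the luciferase read.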
HepG2 tox: kills HepG2 cells in TGF-b inhibitor counter-screen. HepG2 CAGA-GFP viability, ATP luminescence, 18 h. 0.76% of 410,000 active. Potency, µM (highest dose often 46.1 µM), inactives show at the highest dose activity change, negative = cytotoxicity, actives largely listed as cytotoxic. AID 588856; further: potency means the concentration at half of the fitted maximal effect; some results filed as inactive show a strong effect at the top dose
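HepG2 CAGA-GFP cells (1000/well, DMEM with 1% FBS) received compound, then TGF-beta at 500 pg/mL final, and were incubated 18 hours at 37 degrees C. Viability was read by CellTiter-Glo luminescence. Media-only wells were set as complete cell-killing and DMSO as no toxicity.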
EPAC2 agonist: EPAC2 (human) agonism; EPAC2 activation, biochemical qHTS; response scale: 100% = 6.5 mM cAMP response; Potency, µM (highest dose often 154 µM), without a hit: at the highest dose activation, usual class: activators; 0.079% of 360,000 active; further: potency means the concentration at half of the fitted maximal effect; nearly all actives have a fitted effect of over 50% in size
Target sequence (Q8WZA2 whole entry, looked up): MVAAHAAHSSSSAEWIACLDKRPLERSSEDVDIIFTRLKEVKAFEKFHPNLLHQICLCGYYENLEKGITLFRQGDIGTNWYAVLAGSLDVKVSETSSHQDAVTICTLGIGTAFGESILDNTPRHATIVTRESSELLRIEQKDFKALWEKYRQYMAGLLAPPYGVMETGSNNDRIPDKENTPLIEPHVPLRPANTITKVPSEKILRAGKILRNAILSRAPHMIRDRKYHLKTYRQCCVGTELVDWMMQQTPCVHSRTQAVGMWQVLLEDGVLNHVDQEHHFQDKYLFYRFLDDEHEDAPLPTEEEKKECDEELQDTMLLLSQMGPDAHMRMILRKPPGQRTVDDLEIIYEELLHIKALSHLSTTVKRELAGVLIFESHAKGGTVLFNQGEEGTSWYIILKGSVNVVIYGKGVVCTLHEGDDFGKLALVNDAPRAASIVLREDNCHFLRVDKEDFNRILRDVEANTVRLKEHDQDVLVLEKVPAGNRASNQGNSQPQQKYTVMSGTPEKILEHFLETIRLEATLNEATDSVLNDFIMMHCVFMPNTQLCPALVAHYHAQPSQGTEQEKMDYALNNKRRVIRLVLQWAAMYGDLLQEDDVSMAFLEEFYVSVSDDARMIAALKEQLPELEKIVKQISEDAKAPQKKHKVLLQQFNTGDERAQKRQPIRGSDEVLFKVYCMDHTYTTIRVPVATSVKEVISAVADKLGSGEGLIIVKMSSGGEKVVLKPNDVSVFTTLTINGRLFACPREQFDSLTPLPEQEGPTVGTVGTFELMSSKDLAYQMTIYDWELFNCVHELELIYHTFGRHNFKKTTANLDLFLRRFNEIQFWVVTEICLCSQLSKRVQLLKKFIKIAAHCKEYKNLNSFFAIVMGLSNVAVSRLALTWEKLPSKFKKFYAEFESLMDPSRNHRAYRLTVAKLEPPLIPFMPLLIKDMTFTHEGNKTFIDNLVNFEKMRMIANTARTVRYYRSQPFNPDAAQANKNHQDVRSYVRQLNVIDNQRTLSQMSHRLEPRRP
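Fluorescence exchange assay: 100 nM EPAC2 with 250 nM RAP1B-BODIPY-GDP and 50 uM GDP; compounds tested as a concentration-titration series (qHTS). Loss of Rap1-bound BODIPY-GDP fluorescence read at 480/540 nm; data normalized to 6.5 mM cAMP.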
Nrf2 ARE act: activates Nrf2 signaling; Potency, µM (series often up to 46.1 µM), for the others: at the highest dose activation, usual class: activators; AREc32 ARE-luciferase reporter (MCF7-derived line), luminescence, 24 h; 0.31% of 410,000 active; further: potency means the concentration at half of the fitted maximal effect; % of control where 0% means no effect; nearly all actives have a fitted effect of over 65% in size
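ARE activation measured as luciferase luminescence (Steady-Glo, 30 min RT) in AREc32_Fluc cells after 24 hr compound exposure at 37 deg C, 5% CO2; cells seeded overnight at 1000/well in OPTI-MEM, 5% FBS.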
IL-2 act: IL-2 activation | 0.065% of 360,000 active | IL-2 activation reporter assay, cell-based qHTS; stimulated with anti-CD3/CD4/CD28 beads; in transgenic mouse T cells | activation, % (series mostly up to about 46 µM); in the data active means activation above about 50%; inconclusive means mostly about 30% to 49%; further: 0% is about no effect
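Readout: EGFP and DsRed signals by fluorescent plate cytometry. Unstimulated transgenic mouse T cells received compound 60 min before antibody-bead stimulation, then incubated 18 h at 37 degrees C.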
Numbers without * were called inactive; i = inactive; ? = inconclusive; · = no result given; [ ] = remark or other dose. Unless noted, the call rests on the fitted dose curve; in most records, active means well fitted curve in the direction sought with a large enough effect; inconclusive means small, poorly fitted or top-dose-only effect, or another doubt; inactive means no such curve, though single readings can be large; an effect the other way counts as inactive or inconclusive.

SMILES	ATXN viability	ATXN2 expr inh	TGFb SMAD3 inh	Nrf2 inh	A549 viability	HepG2 tox	EPAC2 agonist	Nrf2 ARE act	IL-2 act
COc1ccc(CC(=O)Nc2ccc3c(c2)CCC3)cc1S(=O)(=O)N1CCOCC1	i	-8.4%	0.0%	-17.0%	-2.7%	-33.0%	5.0%	0.6%	2.9
COC(=O)CN1C(=O)[C@H]2[C@@H](c3ccc(C)o3)N3C(=O)CN(Cc4ccccc4)C(=O)[C@@]3(Cc3ccccc3)[C@H]2C1=O	i	-8.1%	6.1%	17.0%	8.1%	3.6%	-14.8%	1.4%	-0.6
O=C(OCc1cccc2ccccc12)c1ccc2c(=O)[nH]c(CN3CCOCC3)nc2c1	i	-20.3%	19.6%	-1.6%	0.4%	-12.5%	6.4%	-0.3%	-3.1
Cc1ccc(C)c(C(=O)COC(=O)c2cc([N+](=O)[O-])ccc2N2CCOCC2)c1	i	-2.3%	-22.4%	-27.9%	-11.5%	-35.2%	-16.4%	3.9%	0.1
Cc1ccc(NC(=O)COC(=O)CCc2c(C)nc3nc(N)nn3c2C)cc1C	i	-28.6%	-3.1%	6.3%	-5.1%	-5.9%	0.8%	0.5%	1.0
FC(F)(F)c1nc2nc(Cl)c(Cl)nc2[nH]1	?	·	-11.3%	·	·	-3.5%	1.8%	3.9%	-3.2
Oc1c(CN2CCCC(C(F)(F)F)C2)cc(Cl)c2ccccc12 (stereo not given)	i	-6.5%	?	3.3%	-0.5%	-56.3%	5.5%	?	-6.5
Nc1nonc1C(=O)OCC(=O)N1CCCCC1	i	-6.4%	3.5%	·	-4.7%	1.0%	4.2%	-1.5%	3.3
O=C(Nc1ccc(CN2CCCCC2)cc1)c1cccc(F)c1	i	-5.8%	-8.0%	7.2%	-1.9%	16.8%	5.3%	2.0%	-0.2
COc1cccc(C2CC(c3cccs3)=NN2C(=O)CSC2=NN3CCCC(=O)N=C3S2)c1OC (stereo not given)	i	-7.5%	-3.6%	-13.7%	-5.7%	-26.4%	20.4%	3.8%	-3.5
COc1cccc(C(=O)NNC(=O)C(=O)N2CCCCC2)c1	i	4.2%	2.0%	1.6%	-2.4%	-2.4%	5.5%	-0.7%	-0.3
COC(=O)c1ccccc1NC(=O)COCc1cc(-c2cccs2)on1	·	·	-14.0%	-25.8%	-11.2%	-8.0%	·	?	·
Cc1nn(CCCC(=O)NCCCN2CCN(C)CC2)c(=O)c2c1sc1ccccc12	i	-8.8%	3.1%	-0.8%	5.2%	6.5%	-2.2%	0.4%	-3.0
CCOc1ccccc1NC(=O)Nc1cc(C(=O)NCc2ccc(C)cc2)ccc1N1CCCC1	?	-6.2%	0.4%	·	-13.2%	-9.4%	·	-0.4%	·
CCOc1cc(NC(=S)NCc2ccco2)c(OCC)cc1NC(=O)C1CC1	i	-0.7%	-9.9%	3.9%	15.1%	-35.4%	-6.8%	3.9%	-0.6
COc1ccc(N2CCN(Cc3nc4c(c(=O)n(C)c(=O)n4C)n3Cc3cccc(C)c3)CC2)cc1	i	-10.9%	-12.7%	?	10.1%	-6.4%	25.9%	0.9%	0.2
COc1ccccc1OCCCOc1cccc(/C=C2\SC(=O)NC2=O)c1	i	-19.6%	-13.2%	?	-1.6%	-23.8%	6.7%	10.2%	-0.7
COc1ccc(CCn2c(=N)c(C(=O)NCc3ccco3)cc3c(=O)n4ccccc4nc32)cc1OC	?	·	13.6%	1.0%	-4.0%	7.2%	5.5%	-0.2%	0.3
O=C(/C=C/Nc1nccs1)C(F)(F)Cl	i	17.3%	-9.9%	?	-10.4%	0.9%	-3.9%	4.7%	0.4
Cc1cc(C)cc(-n2ccnc2SCC(=O)Nc2cccc3ccccc23)c1	i	-29.4%	?	·	14.9%	-22.4%	·	0.5%	·
CCN(CC)C(=O)[C@H]1C[C@H](CC(=O)NC/C=C(\C)CCC=C(C)C)C(=O)N2CCc3c([nH]c4ccc(Cl)cc34)[C@]12C	i	-3.4%	?	?	-20.6%	-3.3%	-14.8%	-0.5%	-0.6
N/C(=N\OC(=O)N1CCOCC1)c1ccc(Br)cc1	i	·	8.0%	?	13µM*	-30.5%	-2.2%	-4.5%	-3.7
CCN(Cc1ccccc1)C(=O)c1cc(-c2ccc(OC)c(OC)c2)nc2ccccc12	i	-7.2%	?	-10.5%	-11.4%	-34.3%	11.6%	4.1%	-6.2
COc1ccc(NC(=O)c2oc3ccccc3c2NC(=O)c2ccc3c(c2)OCO3)cc1	i	17.6%	-10.5%	?	-25.3%	-20.4%	8.8%	1.9%	5.6
O=C(OC1CC2CC1[C@H]1CCCCN1C2=O)N1CCN(S(=O)(=O)c2ccccc2)CC1 (stereo not given in full)	i	7.7%	·	·	·	·	12.7%	0.4%	-0.4
CC(NC(=O)COC(=O)C1=COCCO1)C12CC3CC(CC(C3)C1)C2 (stereo not given)	i	-14.8%	-10.9%	9.7%	6.7%	6.1%	4.5%	7.1%	-1.0
COc1ccc(OCC(=O)N(Cc2ccco2)C2CCS(=O)(=O)C2)cc1 (stereo not given)	i	3.5%	-7.8%	24.9%	2.5%	18.8%	7.3%	-0.4%	-0.2
COc1ccc(N2CC(C(=O)Nc3nnc(SCC(=O)NCc4ccco4)s3)CC2=O)cc1 (stereo not given)	i	-6.5%	?	1.6%	0.3%	4.6%	10.7%	2.8%	3.1
O=C(CNC(=O)C(c1ccccc1)c1ccccc1)N/N=C\c1ccc(C(=O)O)cc1	i	·	10.4%	2.7%	-1.9%	39.0%	11.0%	-0.7%	0.1
COc1ccc(NC(=O)CN(C)CC(=O)NC2CCC(C)CC2)cc1 (stereo not given)	i	-0.9%	-18.6%	9.0%	-2.4%	-8.8%	1.7%	4.5%	-1.0
COc1ccc([C@@H]2[C@@H]3C(=O)N(C(C)(C)C)C(=O)[C@@H]3[C@]3(C)C(=O)N(c4cccc(Br)c4)C(=O)N23)cc1	i	-7.8%	-5.0%	?	-15.6%	-15.5%	10.0%	2.3%	-1.2
COc1ccc2nc(Cl)c(C3CC(c4ccco4)=NN3C(=O)CCC(=O)O)cc2c1 (stereo not given)	i	2.7%	-15.3%	3.6%	0.9%	13.4%	-7.4%	0.0%	-1.3
O=C(N/N=C/C=C\c1ccccc1[N+](=O)[O-])c1cccnc1	i	-12.4%	24.0%	-5.1%	4.4%	12.2%	8.3%	13.8%	-3.5
CC(C)N(C(=O)CSc1nc2c([nH]1)c(=O)n(C)c(=O)n2C)c1ccccc1	i	4.7%	9.9%	15.2%	-5.9%	-1.7%	5.5%	-0.2%	0.0
CC(C)CNC(=S)NNC(=O)c1ccc2c(c1)OCO2	i	7.7%	6.8%	12.8%	8.0%	0.1%	1.9%	4.0%	0.2
Cc1ccc(S(=O)(=O)N2CCN(C(=O)COC(=O)c3ccccn3)CC2)c(C)c1	i	4.8%	1.0%	-2.7%	-11.9%	-25.5%	-0.1%	-0.4%	-4.7
COc1ccc(CCN2C(=O)CC(Cc3ccccc3)C2=O)cc1OC (stereo not given)	i	-12.0%	?	?	-3.6%	1.9%	12.2%	-0.6%	-1.4
CCCN(CC(=O)c1cc(C)n(C)c1C)S(=O)(=O)c1cccc(C(F)(F)F)c1	i	-3.4%	-21.2%	·	-0.5%	-16.3%	-11.3%	22.9%	-2.9
Cc1nc2ccccc2nc1OCc1cccc([N+](=O)[O-])c1	i	-5.0%	4.6%	-27.3%	0.1%	-1.0%	1.6%	-0.2%	-3.6
CCOC(=O)C1CCN(C(=O)CNC(=O)c2nn(-c3ccc(OC)cc3OC)c(=O)c3ccccc23)CC1	i	19.3%	1.0%	?	10.2%	-11.3%	7.7%	2.7%	-0.1
Cc1ccc(-c2nc3ncccc3o2)cc1NC(=O)c1sc2ccccc2c1Cl	i	?	11.5%	13.1%	5.8%	-28.2%	4.3%	4.3%	1.4
CNC(=O)OCc1snc(-c2ccccc2)c1COC(=O)NC	i	-3.8%	13.4%	·	·	6.0%	3.8%	-0.5%	-0.1
O=C(NCCc1ccccc1)c1ccc2c(c1)N(Cc1ccccc1)C(=O)c1ccccc1S2=O (stereo not given)	·	·	0.0%	-12.0%	10.4%	-10.4%	·	5.7%	·
Cc1nn2c(-c3ccccn3)ccnc2c1Br	i	-0.3%	-9.1%	8.2%	-1.3%	-39.5%	9.8%	2.5%	-2.3
COc1ccc(S(=O)(=O)Nc2ccc3c(c2)C(=O)N([C@H](C)CO)C[C@H](C)[C@@H](CN(C)C(=O)Nc2ccc(C(F)(F)F)cc2)O3)cc1	?	-25.0%	?	4.6%	7.5%	4.5%	-5.0%	3.5%	0.5
Cc1ccccc1NC(=O)CCN1CCc2ccccc2C1	i	1.6%	11.9%	0.2%	5.8%	4.8%	3.0%	0.1%	-0.2
COc1ccc(OCC(O)CNC(=O)c2cccs2)cc1 (stereo not given)	i	5.9%	5.6%	-5.0%	0.2%	-0.1%	9.9%	-0.4%	2.6
CC1CCCC(NC(=O)c2ccc(COc3ccccc3)o2)C1C (stereo not given)	i	-19.5%	-13.8%	7.8%	-0.3%	-9.9%	5.1%	-0.6%	-2.9
Fc1ccc(OCCCCCCN2CCCC2)cc1	i	-3.9%	?	0.3%	-9.5%[1.84 µM]	-32.9%	9.9%	-0.1%	-2.3
CC(=O)Nc1ccc(S(=O)(=O)NC(C)C(=O)NCC(c2ccco2)N(C)C)cc1 (stereo not given)	i	1.6%	2.3%	5.3%	-1.2%	8.2%	1.8%	2.5%	-3.1
CCN(CC(=O)Nc1ccc(OC)cc1)C(=O)c1ccc(=O)n(Cc2ccccc2)n1	?	-10.4%	-23.6%	1.8%	-5.0%	2.8%	1.7%	-0.5%	-2.8
